PvdQ acylase: blocks Pseudomonas aeruginosa PvdQ acylase activity | purified PvdQ acylase, fluorescence plate reader | 340,000 compounds, 0.063% hits | AID 488965 | inhibition, % at 10 µM; in the data active = inhibition above about 30%, passing the limit was not always enough; inconclusive = no clear call, values can overlap the other calls;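 also: 0% = vehicle neutral wells and 100% = reference inhibitor wells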
Tat transport: inhibitors of E. coli Tat protein transport | E. coli MC4100 TorA-mCherry Tat export, fluorescence | inhibition, % at 10 µM | 340,000 compounds, 0.036% hits | AID 488895;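 active = mean replicate inhibition at least 50% and at least half of replicates individually reaching 50%; inconclusive = only one of the two criteria met; inactive = neither criterion met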;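 also: exported cargo escapes ClpAP degradation while cytoplasmic cargo is degraded and loses fluorescence; 0% = median of neutral control wells and 100% = median of NaSCN control wells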
AddAB inh: less growth of phage-infected E. coli with AddAB. E. coli expressing H. pylori AddAB, absorbance growth. inhibition, % at 11.9 µM. 330,000 compounds, 0.29% hits; in the data active = inhibition above about 12%;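 also: 0% = vehicle wells of infected cells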
phage Ecoli inh: E. coli growth loss with phage present | growth absorbance | inhibition, % at 11.9 µM | 360,000 compounds, 0.26% hits; in the data active = inhibition above about 11%
Wnt bcat act: activates Wnt/beta-catenin signaling in a reporter cell assay; activator, plate reader; activation, % at 9.35 µM; 300,000 compounds, 1.2% hits; AID 743398; in the data active = activation above about 30%, passing the limit was not always enough; inconclusive = no clear call, values can overlap the other calls;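 also: 0% = neutral control wells and 100% = positive control wells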
PfHsp90 set2: growth inhibition of yeast expressing Plasmodium Hsp90. S. cerevisiae expressing PfHsp90, BacTiter-Glo ATP, 48 h; yeast lacking PDR1 and PDR3 efflux regulators. inhibition, % at 9.4 µM. 310,000 compounds, 0.32% hits. AID 504621;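 active = every replicate shows inhibition above about 80%, whatever the replicate mean, limit read from the data; inconclusive = mean inhibition reaches the set limit but some replicate falls short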;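 also: 0% = DMSO neutral controls and 100% = 20 µM radicicol positive controls; yeast relying on Plasmodium falciparum Hsp90 in place of its own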
Rtt109 HAT inh: blocks Candida albicans Rtt109/Vps75 acetyltransferase activity; Q5AAJ8; purified Rtt109/Vps75, ThioGlo CoA-SH fluorescence, 4 h; inhibition, % at 34.9 µM; 330,000 compounds, 0.16% hits; AID 540336;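 active = inhibition of at least 50% in every replicate; inconclusive = best replicate reaches 50% inhibition but some replicates fall short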
DAGLB inhibitor: blocks human DAGLB lipase activity; HEK293T DAGLB membrane lysate, EnzChek fluorogenic substrate; 340,000 compounds, 0.059% hits; inhibition, % at 5.17 µM; in the data active = inhibition above about 34%;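 also: 0% = enzyme with vehicle and 100% = wells lacking enzyme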
Target sequence (Q8NCG7 whole entry, looked up): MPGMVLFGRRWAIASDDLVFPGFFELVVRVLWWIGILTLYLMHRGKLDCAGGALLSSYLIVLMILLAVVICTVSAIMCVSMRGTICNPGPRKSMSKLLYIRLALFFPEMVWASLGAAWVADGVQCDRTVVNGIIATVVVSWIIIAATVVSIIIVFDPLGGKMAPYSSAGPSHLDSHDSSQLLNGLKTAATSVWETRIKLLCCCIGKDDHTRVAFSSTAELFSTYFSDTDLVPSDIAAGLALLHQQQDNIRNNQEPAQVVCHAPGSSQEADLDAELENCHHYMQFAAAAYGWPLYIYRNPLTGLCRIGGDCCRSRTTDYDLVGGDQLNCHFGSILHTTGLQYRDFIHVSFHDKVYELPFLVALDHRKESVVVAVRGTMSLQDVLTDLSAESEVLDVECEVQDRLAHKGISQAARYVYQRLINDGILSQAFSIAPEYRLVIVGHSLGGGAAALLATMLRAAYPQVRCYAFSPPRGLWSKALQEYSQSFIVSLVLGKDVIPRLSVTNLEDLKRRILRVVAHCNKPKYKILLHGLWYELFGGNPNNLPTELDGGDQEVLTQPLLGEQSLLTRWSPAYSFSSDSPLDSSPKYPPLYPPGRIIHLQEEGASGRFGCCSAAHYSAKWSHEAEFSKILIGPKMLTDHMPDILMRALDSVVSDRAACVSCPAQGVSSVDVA
CAL PDZ FP: blocks peptide binding to human CAL PDZ domain; 330,000 compounds, 0.02% hits; Q9HD26; purified CAL PDZ, TMR-peptide fluorescence polarization, 1 h; inhibition, % at 20 µM;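 active = highest replicate inhibition of at least 40%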;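 also: plate controls were DMSO neutral control wells for no effect and unlabeled competitor peptide control wells for full effect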
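Assay system – tagged CAL PDZ protein CerCALP, purified · Timing – 1 h at RT · Compound – single point, 20 µM · Measured by – fluorescence polarization from S- and P-plane intensities, G-factor corrected · Evaluation – inhibition from polarization loss · Probe or stimulus – TMR reporter peptide T*-PRC34 · Buffer or medium – pH 7.4 phosphate-saline buffer, reducing agent, detergent, IgG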
Ecoli viability: reduces bacterial viability in AddAB counter-screen. inhibition, % at 11.9 µM. E. coli V3065 growth, OD600 absorbance, 18 h. 330,000 compounds, 0.27% hits. AID 449728;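 active = inhibition above the campaign's mean inhibition across all tested compounds plus 3 SD, cut at about 9.9% in these data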;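 also: uninfected addAB+ strain grown without phage in ampicillin broth; 0% = DMSO wells and 100% = ciprofloxacin 0.95 µg/ml wells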
Active calls of the source: *; u = inconclusive; x = no result given.

mol	PvdQ acylase	Tat transport	AddAB inh	phage Ecoli inh	Wnt bcat act	PfHsp90 set2	Rtt109 HAT inh	DAGLB inhibitor	CAL PDZ FP	Ecoli viability
COc1cc2cc(CN(CCO)S(=O)(=O)c3ccccc3Cl)c(=O)[nH]c2cc1OC	6	u	0.7	2.3	x	-17	-7	-1	-3.2	-1.5
CCC(CC)c1nnc(NC(=O)CCS(=O)(=O)Cc2ccccc2)s1	-11	-11	3.4	3.9	-2	31	-6	2	-0.7	-0.2
CCn1c(C)cc(C(=O)COC(=O)c2ccccc2[N+](=O)[O-])c1C	-15	-2	2.5	x	x	24	2	-1	-0.7	0.6
Cc1[nH]c(=O)[nH]c(=O)c1S(=O)(=O)N(C)Cc1ccccc1	0	-7	4.5	2.5	x	0	3	0	-0.2	-0.4
Cc1nn(C(=O)c2ccco2)c(C)c1Sc1ccc(Cl)cc1	-17	-11	1.5	1.3	0	13	-4	0	0.9	1.6
CCN1CCN(c2nc3c(c(=O)[nH]c(=O)n3C)n2Cc2ccccc2F)CC1	4	19	1.8	3.5	3	-9	11	-2	-0.8	1.6
CCCCNC(=S)N(C)/N=C/c1ccc(OCC(=O)Nc2c(C)cc(C)cc2C)c(OC)c1	10	-1	-0.5	4.7	-21	10	15	-7	-2.3	1.3
COC(=O)COc1ccc(NS(=O)(=O)c2cccc([N+](=O)[O-])c2)cc1	-14	4	1.4	6.3	2	-3	0	-2	0.2	0.7
O=C(Nc1ccccc1N1CCOCC1)c1cc(=O)[nH]c2ccccc12	-9	5	-0.2	-0.6	6	7	0	0	0.1	-2.3
Cc1ccc(OCc2cc(C(=O)N3CC4C[C@@H]5CC3C[C@H](C4)C5)no2)cc1C	-11	1	-2.3	2.6	20	9	-5	-3	-2.2	-0.6
COc1ccc(OC)c(NC(=O)COc2ccc(S(=O)(=O)NC(C)C)cc2)c1	-9	-7	-0.6	1.0	x	0	-2	2	-0.4	-0.4
CCOc1ccc(NC(=O)CSc2ncnc3c2sc2ccccc23)cc1	10	-4	3.4	2.8	-8	12	-4	-2	-0.7	-0.3
Fc1ccc(Oc2nc(-c3ccccc3)nnc2C(F)(F)F)cc1	-8	0	3.2	1.8	x	x	-6	2	0.0	1.3
CSc1ccc(S(=O)(=O)NCc2ccccc2C)cc1	10	-5	5.5	4.5	-8	-3	2	1	-0.4	0.8
Cc1ccc(C)c(NC(=O)CNC(=O)N2CC(=O)Nc3ccccc32)c1	-10	2	-0.7	1.5	0	-2	-4	1	-1.8	-1.8
O=C(NCc1cccc(Cl)c1)C1CCC(=O)N(C2CC2)C1 (configuration not stated)	1	-6	2.7	3.3	0	2	3	0	-1.4	-0.4
Cc1nc(N2CCOCC2)c2c3c(sc2n1)CCC3	-4	-2	-0.1	2.7	0	7	-14	-1	-0.8	1.4
CN(C(=O)c1cc([N+](=O)[O-])ccc1NCc1cccnc1)c1ccccc1	-2	7	-0.5	-7.2	0	12	-19	-1	-1.6	-0.5
Cc1c(NC(NC(=O)CC(C)C)C(Cl)(Cl)Cl)c(=O)n(-c2ccccc2)n1C (configuration not stated)	-7	5	2.3	2.6	-2	-22	1	0	-31	-1.1
C[C@H]1CN([C@@H](C)CO)C(=O)Cc2cc(NS(=O)(=O)c3cccs3)ccc2O[C@H]1CN(C)S(=O)(=O)c1cn(C)cn1	-6	-5	-0.8	1.8	-4	9	2	-1	0.1	-1.1

Entries listed so far with fluorine (two):
mol	PvdQ acylase	Tat transport	AddAB inh	phage Ecoli inh	Wnt bcat act	PfHsp90 set2	Rtt109 HAT inh	DAGLB inhibitor	CAL PDZ FP	Ecoli viability
CCN1CCN(c2nc3c(c(=O)[nH]c(=O)n3C)n2Cc2ccccc2F)CC1	4	19	1.8	3.5	3	-9	11	-2	-0.8	1.6
Fc1ccc(Oc2nc(-c3ccccc3)nnc2C(F)(F)F)cc1	-8	0	3.2	1.8	x	x	-6	2	0.0	1.3

Other results.
mol	PvdQ acylase	Tat transport	AddAB inh	phage Ecoli inh	Wnt bcat act	PfHsp90 set2	Rtt109 HAT inh	DAGLB inhibitor	CAL PDZ FP	Ecoli viability
CCN(CC)C(=O)Cn1cc([N+](=O)[O-])cc1[N+](=O)[O-]	-11	-10	x	3.7	-1	-4	1	-1	-0.3	x
O=C(NNS(=O)(=O)c1ccc(F)c(Cl)c1)c1cccc(S(=O)(=O)N2CCOCC2)c1	-9	8	0.2	4.1	x	-7	-3	2	0.5	-0.7
Cc1cc(C(=O)NNC(=O)c2ccccc2F)c2ccccc2n1	-9	0	2.7	2.0	-2	34	-1	1	0.5	1.2
COc1cc(-c2nnc(SCC(=O)c3ccccc3)o2)cc(OC)c1OC	1	9	0.8	-0.3	14	-4	17	-7	-1.6	1.5
CCN(CC)S(=O)(=O)c1ccc(N2CCN(C)CC2)c(NC(=O)COc2ccc(F)cc2Cl)c1	-27	-9	-0.8	-0.7	3	x	2	0	-2.5	-1.1
O=S(=O)(c1ccccc1)c1nc(-c2ccccc2)oc1NCCCN1CCOCC1	-19	-10	-1.0	-0.3	0	-8	-1	2	-0.3	-1.0
CC(C)CCC[C@@H](C)[C@H]1CC[C@H]2[C@@H]3C(=O)C=C4C[C@@H](O)CC[C@]4(C)[C@H]3CC[C@]12C	-5	3	-1.4	0.8	-5	7	1	2	-1.1	-1.8
CC(C)NC(=O)CCCC(=O)NC(C)C	-11	-3	2.8	1.1	-1	-11	2	2	-0.6	-1.0
Cc1nnc(Nc2ccc(S(N)(=O)=O)cc2)c2ccccc12	-15	-2	0.2	6.2	-1	7	-6	-1	-0.2	1.0
CC(=O)Nc1ccc(S(=O)(=O)NCC2CCC(C(=O)NC3CCCCCC3)CC2)cc1 (configuration not stated)	-3	-2	-0.5	1.5	0	-16	1	-1	-1.0	0.3
CC(CNC(=O)CN1C(=O)C(=O)N(C2CCCC2)C1=O)c1ccccc1 (configuration not stated)	3	4	2.1	1.3	2	-8	-4	0	1.0	0.7
O=C(c1ccncc1)N1CCN(C(=O)c2ccncc2)CC1	-10	-14	3.5	5.3	-1	6	-3	-2	0.2	2.2
CCN(C(=O)COC(=O)c1cnc(C)cn1)c1c(N)n(Cc2ccccc2)c(=O)[nH]c1=O	-17	-6	1.2	-1.1	2	-13	2	0	0.6	-0.9
O=C1NCN(CCO)CN1	-14	-7	1.6	2.5	2	30	-3	3	-1.1	0.1
CC(=O)NC(CC(=O)OCC(=O)Nc1ccc2c(c1)OCO2)c1ccccc1 (configuration not stated)	-10	-4	2.0	1.1	3	1	-7	0	0.0	-1.4
CC(=O)[C@@H]1[C@@H](C)N(Cc2ccccc2)C(=O)N[C@H]1c1cccc(C(F)(F)F)c1	-11	-4	3.4	-0.9	0	x	-10	-2	-0.8	-0.9
Cc1cc(OC(C)C)nc(NCc2ccccc2)n1	0	-6	3.1	2.7	x	5	1	-1	-0.6	-2.0
CC1CN(C(=O)COC(=O)c2ccc(Cl)nc2)CC(C)O1 (configuration not stated)	1	-3	2.7	2.0	-1	-10	10	0	-0.2	-0.3
O=c1nc(/C=C/c2cccn2-c2ccc([N+](=O)[O-])cc2)cc(C(F)(F)F)[nH]1	-1	-9	-2.3	3.8	-1	0	-1	9	-0.7	-1.1
O=C(N/N=C\c1ccccn1)C1c2ccccc2Oc2ccccc21	-10	1	-3.6	-2.9	-20	7	-10	2	x	-4.3
O=C(/C=C/c1ccccc1Cl)Nc1ccncc1	-12	1	1.9	1.5	x	1	9	0	-4.3	0.4
Cc1ccn(CC(=O)N2CCCC(N3CCN(Cc4ccc5c(c4)OCO5)CC3)C2)n1 (configuration not stated)	-10	0	-0.4	2.6	1	-4	-11	0	0.2	1.8
COCc1cc(C)n(CC(=O)Nc2cccc(C)c2)c(=O)c1C#N	-2	-5	-0.6	1.9	12	-11	-8	2	1.1	-2.1
Cc1cccc(-n2nnc3c(=O)n(CC(=O)Nc4cc(C)on4)cnc32)c1	-14	-3	-2.4	0.8	-1	x	1	-1	-1.1	-1.3
O=C(COC(=O)c1cccnc1Cl)NCc1ccc(F)cc1	-3	-1	1.7	7.4	1	50	1	-1	0.8	2.2
NC1=NC(=Nc2ccc(S(N)(=O)=O)cc2)c2ccccc21	-6	-7	0.4	3.2	0	-41	-6	3	-0.8	0.9
CC(=O)Nc1ccc(NC(=O)CCN2C(=O)c3ccccc3C2=O)cc1	-6	4	1.6	0.8	-1	-5	1	-1	0.0	-0.3
COCCOc1cc(-n2cccc2)c(Cl)cc1Cl	-4	8	1.4	3.4	0	-15	1	-8	-0.6	-0.4
COc1ccc(C(=O)NCCSc2ccccc2C)cc1	-3	-1	3.3	6.5	-1	-8	4	-5	-0.7	-0.7
Cc1nc2ccc(NC(=S)NCCCO)cc2nc1C	-7	-1	-1.4	1.5	-2	-11	2	1	-3.0	0.0
Cc1cccc(C)c1NC(=O)CSc1cc(C(=O)c2nccn2C)c2ccccc2n1	-11	1	3.7	4.0	-7	-14	0	-5	-1.2	-0.5
COc1ccc(NC(=O)c2cccs2)cc1C(=O)N1CCN(c2ccccc2)CC1	-20	-5	-0.6	0.7	1	3	-7	5	-0.7	-0.8
CCOC(=O)C(C)Sc1ncc(-c2ccc(Cl)cc2)cn1 (configuration not stated)	-1	-10	-1.1	4.9	x	x	-12	-13	-0.3	-2.2
Brc1ccc(CSc2nnc3ccccn23)cc1	-10	2	0.3	2.1	9	-70	-8	1	-1.6	-1.3
COc1ccc(C2C(=O)c3ccccc3C2=Nc2ccc(Br)cc2)cc1 (configuration not stated)	-2	-8	2.8	5.0	-2	5	2	13	0.6	3.8

Screening data deposited in PubChem BioAssay by several laboratories.
